Compound activity from PubChem BioAssay.
PDI inh: blocks human protein disulfide isomerase activity | inhibition, % at 10 µM | P07237 | PDI insulin aggregation turbidity, A650, 90 min | AID 588391 | 350,000 compounds, 0.052% hits;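 active = mean inhibition across replicates of 30% or more, whatever share of single replicates reach that level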;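 also: absorbance from insulin aggregation driven by PDI reduction with DTT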
HTR2A ag: mouse HTR2A agonism via beta-arrestin recruitment | AID 624169 | CHO-K1 mHTR2A beta-arrestin complementation, luminescence; percent of 30 µM serotonin response | P35363 | activation, % at 7.6 µM | 360,000 compounds, 0.66% hits;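 active = activation above a run cutoff, the mean activation of all tested compounds plus 3 SD, cut at about 14% in these data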;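 also: 0% = plate median of compound wells and 100% = 30 µM serotonin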
Vif imaging: HIV Vif inhibition; AID 602346; 340,000 compounds, 0.35% hits; HEK293T cells, Vif self-association by quenched fluorescence, imaging, 24 h; inhibition, % at 7.49 µM; in the data active = inhibition above about 50%, passing the limit was not always enough; also: some results filed as inactive read as strong as hits
MC4R ag barr: activates human MC4R beta-arrestin recruitment. U2OS MC4R beta-arrestin complementation, luminescence; percent of melanotan II response, DMSO zero. P32245. activation, % at 8.9 µM. AID 540308. 360,000 compounds, 0.98% hits;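 active = activation above a per-plate cutoff, the mean activation of sample wells on that plate plus 3 SD, cut at about 8% in these data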
aDG glyco up: increases alpha dystroglycan glycosylation; 360,000 compounds, 0.22% hits; activation, % at 10 µM; Pro5-aDG cells, alpha-DG glycosylation AlphaScreen (IIH6); 0% Pro5, 100% B10-LARGE cell signal;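 active = activation of at least 8% versus controls, or a plate z-score of at least 8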;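 also: Pro5 are CHO cells carrying HIG-tagged alpha-DG that lacks glycosylation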
Cardio protect: myocardial damage modulation in H9c2 cells. H9c2 cardiomyocytes, H2O2 injury protection, ATPLite, 2 h. 360,000 compounds, 0.63% hits. protection from H2O2 cell death, % at 20 µM;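 active = compounds giving at least 50% protection of heart cells from peroxide-induced death in the single-dose screen, raw or plate-pattern-corrected value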;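 also: 0% = DMSO wells with peroxide and 100% = DMSO wells without peroxide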
N-glyco inh: blocks N-linked glycosylation in D54 reporter cells; 360,000 compounds, 0.23% hits; D54 ERlucT glycosylation luciferase reporter, 24 h; percent of 100 nM tunicamycin response; AID 588692; reporter increase, % at 12.5 µM;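 active = mean luciferase reporter signal, scaled so untreated is 0 and the glycosylation-blocking control 100, at or above a set limit in every replicate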;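 also: luciferase carries N-glycosylation sites so blocking glycosylation raises the light; 0% = median of neutral control wells and 100% = median of 100 nM tunicamycin wells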
MC4R antagonist: antagonists of human melanocortin 4 receptor (MC4R); P32245; MC4R-expressing cells, MTII-stimulated cAMP, LANCE TR-FRET; inhibition, % at 6.5 µM; 360,000 compounds, 0.48% hits; AID 540295;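 active = inhibition above its plate's cutoff, the mean of tested wells on that plate plus 3 SD, cut at about 29% in these data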;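 also: 0% = Melanotan II alone and 100% = Melanotan II plus saturating MCL0020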
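Assay system: U2OS-MC4R stable cell line; Also added: Melanotan II; Technique: Eu-cAMP/anti-cAMP TR-FRET, emission 671 nm; Times: 30-min compound, 1-h challenge, 1-h detection, room temperature.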
ABCB6 inh 2: inhibitors of human ABC transporter ABCB6; Q9NP58; K562-ABCB6 porphyrin accumulation, flow cytometry, 1 h; active compounds read low; fluorescence ratio to DMSO, % at 10 µM; 360,000 compounds, 0.19% hits; AID 602162;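 active = fluorescence ratio to DMSO below 75%, the collection mean minus 3 SD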;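 also: signal is porphyrin accumulated inside mitochondria; 100% equals median channel fluorescence of DMSO control wells; lower ratio means ABCB6 inhibition with less porphyrin fluorescence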
Target sequence (Q9NP58 whole entry, looked up): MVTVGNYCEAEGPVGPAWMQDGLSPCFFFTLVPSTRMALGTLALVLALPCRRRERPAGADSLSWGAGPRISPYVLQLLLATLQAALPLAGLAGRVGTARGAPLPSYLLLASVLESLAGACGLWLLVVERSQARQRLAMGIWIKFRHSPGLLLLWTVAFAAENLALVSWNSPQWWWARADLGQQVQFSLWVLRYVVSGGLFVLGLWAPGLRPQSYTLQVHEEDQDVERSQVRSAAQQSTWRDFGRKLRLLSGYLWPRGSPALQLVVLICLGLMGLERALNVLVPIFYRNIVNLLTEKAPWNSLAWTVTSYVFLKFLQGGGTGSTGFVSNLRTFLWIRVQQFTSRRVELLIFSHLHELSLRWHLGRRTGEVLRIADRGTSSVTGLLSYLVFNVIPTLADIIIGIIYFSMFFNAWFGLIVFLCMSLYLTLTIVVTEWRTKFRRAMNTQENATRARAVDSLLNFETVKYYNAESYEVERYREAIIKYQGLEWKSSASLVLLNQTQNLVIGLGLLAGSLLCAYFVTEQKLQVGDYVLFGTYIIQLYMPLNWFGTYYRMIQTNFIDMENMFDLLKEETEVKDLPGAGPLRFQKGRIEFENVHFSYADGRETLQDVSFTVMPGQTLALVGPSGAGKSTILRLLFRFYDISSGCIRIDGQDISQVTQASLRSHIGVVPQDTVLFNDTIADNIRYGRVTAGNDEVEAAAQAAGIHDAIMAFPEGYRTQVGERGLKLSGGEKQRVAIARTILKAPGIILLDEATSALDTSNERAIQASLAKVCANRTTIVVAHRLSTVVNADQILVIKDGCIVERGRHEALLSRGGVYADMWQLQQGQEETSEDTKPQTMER
CaV13 FRET inh: Disruptors of the CACNA1D IQ motif to Ca2+-dependent inactivation inhibitor domain association, primary screening, Förster resonance energy transfer in intact living … | HEK cells, CFP/YFP FRET ICDI-IQ, plate reader, 10 min; percent FRET-ratio fall versus neutral wells | AID 743397 | 340,000 compounds, 0.098% hits | inhibition, % at 12.3 µM;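 active = mean replicate inhibition of at least 30% and at least 1% of replicates passing that level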;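 also: 0% = median of the neutral control wells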
* hit, by the source's call; . = not tested or not shown. Rows are unselected; any-hit rate near 3.6%.

Below each compound – PDI inh	HTR2A ag	Vif imaging	MC4R ag barr	aDG glyco up	Cardio protect	N-glyco inh	MC4R antagonist	ABCB6 inh 2	CaV13 FRET inh
COc1ccc(Br)cc1CNC(=O)C1CCCN(S(=O)(=O)N2CC(C)CC(C)C2)C1 (stereo unspecified)
→ -2	-5	-4	-1.9	1.0	-2	-2	1	100	-5
COc1ccc(NC(=O)c2cn(-c3ccccc3)nc2-c2cc3ccccc3o2)cc1
→ 1	-3	.	0.9	0.5	4	-1	2	95	.
COc1ccc(Oc2nc3c(C)cccn3c(=O)c2/C=C(\C#N)C(N)=O)cc1
→ 2	-2	-18	-0.9	0.1	0	-1	4	97	-4
CCN(C(=O)c1ccccc1Cl)c1ccccc1
→ 5	1	5	-0.4	-0.2	7	-1	3	106	-9
CCCCN(Cc1cccs1)S(=O)(=O)c1ccc(-c2ccc(=O)[nH]n2)s1
→ -6	4	2	-1.6	0.0	-6	0	3	100	-5
CCc1nc2ccccc2c(=O)n1NC(=O)c1c(O)c2ccccc2n(CC)c1=O
→ -6	9	8	1.2	0.1	-7	0	6	104	6
CCCn1c(O)c(N=NC(=O)CNC(=O)c2ccncc2)c2ccccc21
→ -7	4	-1	-2.3	0.0	3	2	-10	96	-2
CC1(C)Cc2c(sc(NC(=O)c3ccc(S(=O)(=O)N4CCCC4)cc3)c2C#N)C(C)(C)N1
→ -2	2	5	-2.1	-0.2	6	1	3	98	-2
O=c1cc(-c2ccccc2O)nc(-c2ccccc2)[nH]1
→ -3	-2	-9	0.0	0.0	4	0	-3	96	8
C=CCC1CCCCC1=C(C#N)c1ccccc1 (stereo unspecified)
→ -1	9	.	2.8	-0.4	-10	0	16	100	-10
N/C(=N\OC(=O)c1ccccc1Cl)c1ccccn1
→ 2	0	5	-1.8	0.1	-17	-22	0	102	-7
CCc1ccc(NC(=O)C2CC(=O)N=C(N)S2)cc1 (stereo unspecified)
→ 0	1	10	-0.7	-0.2	8	1	6	90	-5
Cc1ccc(-n2ncc3c(Nc4cccc(C(=O)O)c4)ncnc32)cc1
→ -8	7	-8	2.2	0.1	-4	-1	22	92	-6
C=CCNC(=O)c1c[nH]c2ccc(S(=O)(=O)N(C)c3ccc(OCC)cc3)cc2c1=O
→ 8	-4	-9	-0.5	-0.1	3	-2	3	98	-19
Cc1cc(NC(=S)Nc2ccc(C)c(Cl)c2)n[nH]1
→ -5	-4	-9	-2.1	0.0	-9	-7	3	106	-17

As a short view, some entries already given:
Below each compound – PDI inh	HTR2A ag	Vif imaging	MC4R ag barr	aDG glyco up	Cardio protect	N-glyco inh	MC4R antagonist	ABCB6 inh 2	CaV13 FRET inh
COc1ccc(Br)cc1CNC(=O)C1CCCN(S(=O)(=O)N2CC(C)CC(C)C2)C1 (stereo unspecified)
→ -2	-5	-4	-1.9	1.0	-2	-2	1	100	-5
COc1ccc(NC(=O)c2cn(-c3ccccc3)nc2-c2cc3ccccc3o2)cc1
→ 1	-3	.	0.9	0.5	4	-1	2	95	.
COc1ccc(Oc2nc3c(C)cccn3c(=O)c2/C=C(\C#N)C(N)=O)cc1
→ 2	-2	-18	-0.9	0.1	0	-1	4	97	-4
CCN(C(=O)c1ccccc1Cl)c1ccccc1
→ 5	1	5	-0.4	-0.2	7	-1	3	106	-9
CCCCN(Cc1cccs1)S(=O)(=O)c1ccc(-c2ccc(=O)[nH]n2)s1
→ -6	4	2	-1.6	0.0	-6	0	3	100	-5
CCc1nc2ccccc2c(=O)n1NC(=O)c1c(O)c2ccccc2n(CC)c1=O
→ -6	9	8	1.2	0.1	-7	0	6	104	6
CCCn1c(O)c(N=NC(=O)CNC(=O)c2ccncc2)c2ccccc21
→ -7	4	-1	-2.3	0.0	3	2	-10	96	-2
CC1(C)Cc2c(sc(NC(=O)c3ccc(S(=O)(=O)N4CCCC4)cc3)c2C#N)C(C)(C)N1
→ -2	2	5	-2.1	-0.2	6	1	3	98	-2
O=c1cc(-c2ccccc2O)nc(-c2ccccc2)[nH]1
→ -3	-2	-9	0.0	0.0	4	0	-3	96	8

Further records follow.
Below each compound – PDI inh	HTR2A ag	Vif imaging	MC4R ag barr	aDG glyco up	Cardio protect	N-glyco inh	MC4R antagonist	ABCB6 inh 2	CaV13 FRET inh
Cc1oc2c(c(C)cc3oc(=O)c(CC(=O)NCCCN4CCCC4=O)c(C)c32)c1C
→ .	-2	-7	-1.1	0.4	3	-4	7	103	.
COC(=O)C1CC(O)C(O)C(O)C1 (stereo unspecified)
→ .	2	-8	-1.3	0.5	-1	-3	12	102	.
S=C(NCc1cccnc1)NCc1cccnc1
→ -1	-1	-5	-1.0	0.0	3	0	7	99	5
COc1ccc(Cl)cc1-n1c(=S)sc2c(=O)[nH]c(SCC(=O)NCCC(C)C)nc21
→ 10	-1	-12	-0.8	-0.1	0	0	-1	97	-17
CCCNC(=O)C1(C)CCN(Cc2ccc(C)c3ccccc23)C1 (stereo unspecified)
→ -3	-10	0	-2.2	0.2	4	-4	9	96	-12
Cn1c(=O)oc2cc(S(=O)(=O)NCCC(=O)NCCc3ccccc3)ccc21
→ 19	-2	-12	-0.8	4.3*	-3	-1	3	102	-7
O=C(Nc1nc(=O)c2ccccc2s1)c1ccc(Cl)cc1
→ -6	1	3	4.1	0.0	-22	0	4	85	.
CCC(C)NC(=O)CN(c1ccc(OC)cc1)S(=O)(=O)c1ccc(NC(C)=O)cc1 (stereo unspecified)
→ 8	0	.	-0.2	0.0	5	-1	0	99	-4
O=C(Nc1ccc(F)cc1)c1ccccc1NC(=O)C1CCCCC1C(=O)O (stereo unspecified)
→ -5	2	-10	0.5	0.0	1	0	-5	96	-3
Cc1ccc(-n2c(O)c(/C=N/c3ncn[nH]3)c3ccccc3c2=O)cc1
→ 11	3	4	1.2	-0.4	15	-3	-1	99	-19
O=C(COc1nnnc2ccccc12)N1CCCc2ccccc21
→ -1	4	1	-1.7	-0.2	15	-1	11	88	-4
O=C(Nc1nnc(-c2ccncc2)o1)c1cccc(N2C(=O)CCC2=O)c1
→ 0	1	0	2.0	-0.2	-3	1	-6	94	2
CC(C)(C)c1ccccc1NC(=O)Nc1nc(C(N)c2ccccc2Cl)cs1 (stereo unspecified)
→ 1	1	-15	5.7	0.0	7	1	21	95	-10
O=C(CSc1nnc(-c2ccco2)c(-c2ccco2)n1)Nc1ccccc1
→ 12	-9	9	-2.7	-0.1	-1	0	-1	94	-6
O=C(NCCc1c[nH]c2ccccc12)C1CCCN(S(=O)(=O)c2ccccc2)C1 (stereo unspecified)
→ -5	-4	-7	0.2	0.4	4	-1	10	87	-3

Taken from the listing (two entries):
Below each compound – PDI inh	HTR2A ag	Vif imaging	MC4R ag barr	aDG glyco up	Cardio protect	N-glyco inh	MC4R antagonist	ABCB6 inh 2	CaV13 FRET inh
O=C(CSc1nnc(-c2ccco2)c(-c2ccco2)n1)Nc1ccccc1
→ 12	-9	9	-2.7	-0.1	-1	0	-1	94	-6
O=C(NCCc1c[nH]c2ccccc12)C1CCCN(S(=O)(=O)c2ccccc2)C1 (stereo unspecified)
→ -5	-4	-7	0.2	0.4	4	-1	10	87	-3

(further entries)
SMILES | PDI inh | HTR2A ag | Vif imaging | MC4R ag barr | aDG glyco up | Cardio protect | N-glyco inh | MC4R antagonist | ABCB6 inh 2 | CaV13 FRET inh
CC1CN(Cc2cc(=O)[nH]c(C(C)C)n2)CC(C)O1 (stereo unspecified) | -2 | -1 | 2 | 0.4 | 0.0 | -8 | 0 | 1 | 99 | -3
CC(C)CC(=O)NC(=S)Nc1nc(-c2ccc(Cl)cc2)cs1 | -6 | -1 | -2 | 3.9 | 0.0 | -14 | 1 | 5 | 109 | -8
CCN(C(=O)Cn1cnc2ccccc2c1=O)C1CCS(=O)(=O)C1 (stereo unspecified) | 9 | 5 | -20 | 2.0 | 0.3 | 3 | 0 | -4 | 103 | -7
COc1ccccc1-c1cc(C(F)(F)F)nc(S(=O)(=O)CCCC(=O)N2CCCCC2C)n1 (stereo unspecified) | 9 | -4 | . | -3.8 | -0.4 | -32 | -17 | 4 | 92 | -3
Cc1ccc(C)c(Nc2c(F)c(F)c(F)c(F)c2C(=O)O)c1 | 4 | 2 | 17 | -1.5 | -0.2 | 0 | -1 | 14 | 98 | -3
O=C(Cn1cc2c(n1)CCCCC2)N1CCCCC1 | . | -2 | 0 | -1.1 | 0.0 | -1 | -1 | 12 | 100 | -10
Cc1cc(Nc2ccccc2)nc(N2CCOCC2)n1 | -6 | -9 | -8 | -0.3 | -0.1 | 10 | -2 | 1 | 99 | .
CC(C)CC(=O)Nc1ccc(C(=O)Nc2cccc(O)c2)cc1 | 1 | 8 | 1 | -1.9 | 0.3 | 0 | 0 | -2 | 89 | 11
CNc1nc(NCCOc2ccccc2Cl)c2sccc2n1 | -4 | -8 | . | 2.0 | 1.6 | -14 | -4 | 0 | 95 | -6
COc1ccc(C(=O)CSc2nnc3ccccn23)cc1OC | 0 | 5 | 3 | -1.6 | -0.2 | 10 | -1 | 7 | 94 | -2
COC(=O)C1CSc2[nH]c(=O)sc2C1c1ccccc1 (stereo unspecified) | -2 | 0 | 5 | -1.2 | -0.1 | -1 | 0 | 0 | 153 | -8
O=C(Cn1cnc2c(NC(=O)OCc3ccccc3)ncnc21)NCc1ccccn1 | 0 | -4 | . | -0.4 | 0.1 | 0 | 1 | 7 | 97 | -11
CC1CC(C)CN(CC(=O)NCCc2ccc(S(N)(=O)=O)cc2)C1 (stereo unspecified) | -2 | -6 | 6 | -1.5 | -0.1 | -2 | 3 | 8 | 99 | -3
CC(=O)N1CCSc2ccc(S(=O)(=O)Nc3cccc(C)c3)cc21 | 2 | -4 | -10 | -1.7 | 0.4 | -8 | -3 | 8 | 99 | -15
CCN(CCCNC(=O)C1CCN(S(=O)(=O)CC)CC1)c1ccccc1 | -1 | -3 | -1 | 0.9 | -0.2 | 0 | 2 | 7 | 98 | -9
CCC(C)C(=O)Nc1nnc(SCC(=O)N2C(C)CCCC2C)s1 (stereo unspecified) | -9 | 4 | 6 | -0.3 | 0.0 | 5 | -1 | -4 | 95 | -7
O=C(OCN1C(=O)c2ccccc2C1=O)c1ccccc1 | -13 | 2 | 8 | 2.1 | -0.1 | 3 | 0 | 0 | 91 | -7
COc1ccc(NCc2nnc(SCC(=O)NNC(=O)c3ccc(C)cc3)n2C)cc1 | -4 | 6 | 2 | 1.2 | -0.3 | -7 | 1 | 5 | 97 | -4
Cc1ccc2c(c1)C1CN(C)CCC1N2C(=O)COc1ccc(N(C)C(=O)C(C)(C)C)cc1 (stereo unspecified) | 6 | -4 | -3 | 0.1 | -0.1 | 9 | -4 | 3 | 94 | -7
O=C1CCCC(=O)C1C1c2ccccc2CCN1C(=O)CCl (stereo unspecified) | -9 | 6 | -8 | 1.5 | -0.1 | -4 | 3 | 1 | 97 | -21
Cc1nc(SCC(=O)c2cc(C)n(C3CC3)c2C)c2ccccc2n1 | -16 | 0 | -4 | -0.9 | 1.8 | -9 | 0 | -6 | 97 | -15
COc1ccc(NC(=O)c2ccccc2Cl)cc1NC(=O)CN1CCOCC1 | -4 | 0 | -6 | 2.0 | 0.1 | -1 | 0 | 0 | 92 | .
